Screening results deposited in PubChem by Sanford-Burnham Center for Chemical Genomics.
Hsp70 inhibitors – Hsp70 inhibitors, probe displacement, primary screen, biochemical, fluorescence polarization (AID 583); one-dose displacement, % at 20 µM; IC50 in µM for titrated hits; Hsp70 fluorescence polarization probe displacement, mP; higher % means a stronger effect; 0.06% of 140,000 active; in the data active means displacement above about 50%;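 further: plate controls were vehicle for no effect and reference ligand for full effect; a part of the inactive calls stands beside numbers as strong as those of hits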
Rat MKP-3 inhibitors – MKP-3 phosphatase inhibitors, primary screen, biochemical, rat enzyme, in vitro (AID 425); recombinant MKP-3 phosphatase activity, fluorescence; higher % means a stronger effect; 0.17% of 110,000 active; inhibition, % at 20 µM, or IC50 in µM where a hit was titrated; in the data active means inhibition above about 50%;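 further: plate controls were vehicle for no effect and reference inhibitor for full effect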
Starred values were filed as active, the others as inactive; . = no result given; & = joins results of further samples.

# | Hsp70 inhibitors | Rat MKP-3 inhibitors | canonical_smiles
1 | 0.4% | 3% | COc1ccc(CSc2nnc(SCc3ccc(OC)cc3)s2)cc1
2 | 2.6% | -4% | CC(C)(C)N1C(=O)c2ccc(C(=O)Nc3cccc(O)c3)cc2C1=O
3 | -0.8% | -2% | O=C(CCC(=O)N1CCc2ccccc21)Nc1ccccc1
4 | -6.7% | -1% | Cc1cc2ncn(S(=O)(=O)N3CCCCC3)c2cc1C
5 | -3.1% | 3% | CCOc1ccc(C(=O)Nc2ccc(OC(F)(F)F)cc2)cc1Cl
6 | -2.8% | -8% | COc1cc(NC(=O)c2ccc(Br)o2)ccc1NC(=O)c1ccccc1Cl
7 | 0.4% | 4% | Cc1occc1C(=O)OCC(=O)Nc1ccc(F)cc1
8 | 0.9% | 3% | CCCc1c(C)nc2ccc(C)cc2c1SCC(=O)O
9 | -0.3% | 2% | Cc1nn(CC(=O)NC(C)c2ccccc2)c(=O)c2ccccc12 (stereo not given)
10 | . | -6% | CCN1C(=O)C(NC(C)=O)c2cc(Br)ccc21 (stereo not given)
11 | -9.2% | 2% | COc1cc(C2NC(=O)NC(C)=C2C(=O)OCCc2ccccc2)cc(Cl)c1O (stereo not given)
12 | 5.2% | -2% | CCOC(=O)C1CCCN(c2c(NCC3CCCN3CC)c(=O)c2=O)C1 (stereo not given)
13 | -21% | 7% | CCN1C(=S)SC(=O)C1=C1C=C(C)N(CCO)C(C)=C1
14 | 18% | . | CCOC(=O)c1c(-c2cccs2)csc1NC(C)=O
15 | -0.5% | -3% | CCOC(=O)N1CCC(NC(=O)c2ccc3c(=O)n4c(nc3c2)CCCC4)CC1
16 | 0.4% | 3% | C(=C\c1nc2ccccc2nc1/C=C/c1ccccc1)/c1ccccc1
17 | 10% | . | COc1ccc(C2CC(=O)C=C(NC3CCCC3)C2)cc1 (stereo not given)
18 | -1.6% | 5% | CCOc1ccc(NC(=S)NC(NC(=O)CC(C)C)C(Cl)(Cl)Cl)cc1 (stereo not given)
19 | -8.6% | -3% | O=c1c(C(c2nnnn2C2CCCCC2)N2CCCCC2)coc2ccc(Cl)cc12 (stereo not given)
20 | 5.4% | 6% | N#Cc1sc2nc3c(c(-c4ccco4)c2c1N)CCCC3
21 | 1.0% | 4% | CCc1ccccc1NC(=O)C(CC)c1ccccc1 (stereo not given)
22 | 2.9% | 2% | C=CCSc1nnc(-c2ccc(Br)cc2)o1
23 | -0.9% | 0% | Cc1[nH]c2ccc(CNS(=O)(=O)c3ccc(S(=O)(=O)N4CCOCC4)cc3)cc2c1C
24 | 2.3% | . | CC(C)NC(=O)C(=O)NCCc1ccc(Cl)cc1
25 | -6.1% | 2% | Clc1ccc(-n2ncnc2-c2cccc(Br)c2)cc1
26 | -11% | 3% | Cc1ccccc1-c1ncnn1-c1cccc(Cl)c1C
27 | 3.2% | -2% | Clc1ccc(OCc2nnc(SCc3nnc(-c4ccccc4)o3)o2)c(Cl)c1
28 | 2.2% | -10% | Cc1ccc(S(=O)(=O)N2CCN(C(=O)CSc3nnc(C)s3)C2)cc1
29 | 1.2% | 1% | O=C(NNS(=O)(=O)c1cccc([N+](=O)[O-])c1)c1ccccc1O
30 | -2.8% | -16% | O=C(C1CCCN1C(=O)c1cccs1)N1CCc2ccccc21 (stereo not given)
31 | 7.1% | . | Cc1cc(C)c(C)c(C(=O)CSc2nnc(-c3ccc4[nH]c(C)c(C)c4c3)o2)c1C
32 | -11% | 11% | FC(F)(F)c1cccc(Nc2nc(-c3ccncc3)nc3ccccc23)c1
33 | 6.5% | 2% | O=C(Cn1nc(C(F)(F)F)c2c1CCCCC2)N1CCOCC1
34 | -0.7% | . | [O-]/[N+](=C\c1ccc(OC(F)F)cc1)c1ccccc1
35 | 0.1% | . | Cn1c(CSCc2ccc(Cl)cc2)nnc1SCC(=O)Nc1nc2ccccc2s1
36 | 3.1% | 5% | O=C(CCNc1ccc(Cl)cc1)c1cccs1
37 | 0.3% | 1% | O=C(COc1ccc(Br)cc1)NC1CCCCC1
38 | -3.1% | -13% | CCOC(=O)CCN(Cc1cccs1)S(=O)(=O)c1ccc(F)cc1
39 | 5.7% | -4% | COC(=O)Cc1cnc(NC(=O)C2C3CCC(C3)C2C(=O)O)s1 (stereo not given)
40 | 3.2% | 8% | COc1ccc2[nH]c3ccccc3c2c1
41 | 0.9% | . | O=C(O)CCc1ccc(-c2ccccc2)n1NC(=O)c1sc2ccccc2c1Cl
42 | 5.0% | 0% | COc1ccc(C)cc1N(CC(N)=O)S(=O)(=O)c1ccc(C)cc1
43 | . | -6% | Cc1oc2c(O)c(O)ccc2c(=O)c1-c1cnn(-c2ccccc2)c1
44 | -1.2% | -9% | C=CCn1c(C)cc(C(=O)COc2ncnc3sccc23)c1C
45 | 1.8% | -4% | COc1ccc(OC)c(NC(=O)/C(=C/c2ccccc2)c2ccccc2)c1
46 | -1.8% | 2% | Clc1ccc(N2CCN(N=Cc3cccc(OCc4ccccc4)c3)CC2)cc1
47 | 0.2% | 3% | COc1ccc(N2C(=O)CC(SC(=N)N3N=C(c4cccs4)CC3c3ccc(Br)cc3)C2=O)cc1 (stereo not given)
48 | . | 10% | CCOC(=O)N1CCC(NC(=O)c2ccc3c(c2)sc2nc(-c4ccc(OC)cc4)cn23)CC1
49 | -0.4% | -2% | CC1=C(C(=O)OC(C)C)C(c2c(O)ccc3ccccc23)NC(=O)N1 (stereo not given)
50 | 9.0% | -1% | O=C(CCN1C(=O)c2ccccc2S1(=O)=O)N1CCN(c2ccccc2)CC1
51 | -1.1% | -7% | CCc1ccc2c(c1)CCCN2C(=O)c1ccccc1C(=O)O
52 | -4.4% | -10% | CCCCC(=O)NCCNc1nc2c(c(=O)n(C)c(=O)n2C)n1Cc1ccc(F)cc1
53 | . | 69µM* | Cc1c(CCC(=O)O)c(=O)oc2c(C)c3occ(-c4ccc(Br)cc4)c3cc12
54 | 5.7% | -2% | N/C(=N\S(=O)(=O)c1ccc(Cl)cc1)c1ccc(F)cc1
55 | 2.7% | -1% | CC(=O)c1ccc(NC(=O)CN(c2ccccc2)S(=O)(=O)c2ccccc2[N+](=O)[O-])cc1
56 | 2.3% | -3% | CCOC(=O)c1oc2ccccc2c1NC(=O)c1cc(OC)cc(OC)c1
57 | 3.5% | -1% | O=C1CC(Cc2ccc(Cl)cc2)C(=O)N1c1ccc(I)cc1 (stereo not given)
58 | 6.2% | -7% | Cc1noc(C)c1C(=O)NC1CCCc2ccccc21 (stereo not given)
59 | 8.4% | -5% | C=CCOC(=O)CC(NC(=O)c1ccccc1)c1ccccc1 (stereo not given)
60 | 2.4% | -4% | O=S(=O)(c1cccc(-c2nc3n(n2)Cc2ccccc2-3)c1)N1CCCC1

Later entries.
# | Hsp70 inhibitors | Rat MKP-3 inhibitors | canonical_smiles
61 | 0.2% | 3% | COCCCNC(=O)C(=O)Nc1ccc(Cl)cc1C
62 | 1.6% | 1% | Cc1ccc(OCC(=O)O/N=C(\N)c2cccnc2)c(C)c1
63 | 0.2% | 0% | COc1ccc(/C=C(\C#N)c2nc3ccccc3[nH]2)cc1OC
64 | -0.4% | -11% | COc1ccc(-c2nc(NC(=O)c3cc(C(C)(C)C)nn3C)sc2C)cc1
65 | 4.0% | 0% | O=S(=O)(/N=C/c1ccccc1)c1cccs1
66 | 5.7% | -4% | O=C(c1ccc(F)c2ccccc12)N1CCc2ccccc21
67 | -1.5% | 1% | N#CC1=C(N)NC(SCC(=O)O)=C(C#N)C12CCCC2
68 | 2.4% | 4% | Cc1ccc(C(=O)NCC2CCCO2)cc1[N+](=O)[O-] (stereo not given)
69 | 1.4% | 4% | NS(=O)(=O)c1ccc(NC(=O)c2ccccc2I)cc1
70 | 0.7% | 3% | COc1ccc(/C=N/NC(=O)COc2ccccc2Br)cc1
71 | 2.4% | . | COC(=O)Cc1cc(=O)n2[nH]c(SC)nc2n1
72 | . | -3% | COCCN1C(=O)c2oc3ccccc3c(=O)c2C1c1ccc(O)c(OC)c1 (stereo not given)
73 | -1.7% | -9% | N#Cc1nc(COc2ccc(Cl)cc2Cl)oc1N1CCOCC1
74 | 8.5% | -2% | O=C(NCc1cccnc1)c1cc(-c2ccccc2)on1
75 | 6.1% | . | NC(=O)C1CCN(C(=O)CSc2nc3ccccc3s2)CC1
76 | -9.8% | . | CC(C)OCCCNC(=O)C1CCC(=O)N1C1CCCC1 (stereo not given)
77 | 2.2% | 1% | Cc1ccc2nc(N3CCOCC3)c3nncn3c2c1
78 | -3.4% | -1% | CC(C)(C)NCC(O)COc1ccc(Cl)cc1 (stereo not given)
79 | 8.1% | -7% | COc1ccc(Nc2nc(N)nc(SCc3nnc(C)s3)n2)cc1
80 | -0.6% | -3% | Cc1ccccc1NS(=O)(=O)c1ccc(F)cc1
81 | 2.5% | 1% | O=C(N/N=C\c1ccc(N2CCCC2)c([N+](=O)[O-])c1)c1ccccn1
82 | 12% | 0% | COc1cc(-c2nn3c(Cc4ccccc4)nnc3s2)cc(OC)c1OC
83 | 4.2% | -1% | COc1ccc(CC(=O)Nc2sc3c(c2C(=O)Nc2ccccc2C)CCCCC3)cc1
84 | -0.5% | . | Cn1c(CNc2ccccn2)c(C#N)c2ccccc21
85 | 2.8% | 1% | Fc1c(F)c(F)c(-c2c(F)c(F)c(N3CCOCC3)c(F)c2F)c(F)c1F
86 | -4.8% | -8% | Cn1c(SCC(=O)Nc2ccc(F)cc2)nnc1-c1cccnc1
87 | 3.3% | -1% | CCCCCOC(=O)C1=C(C)NC(=S)NC1c1ccccc1 (stereo not given)
88 | 3.9% | 1% | Cc1ccccc1NCC(=O)N/N=C\c1cc([N+](=O)[O-])cc(Br)c1O
89 | -9.0% | 18% | Cc1ccc(CNc2cc(-c3nn4c(C)nnc4s3)ccc2C)s1
90 | 2.7% | 1% | O=C(NCc1ccco1)C(c1cccnc1)N(C(=O)Cn1nnc2ccccc21)c1ccccc1 (stereo not given)
91 | 2.5% | 4% | COc1cc(C2C3=C(Nc4ncnn42)c2ccccc2CC3)cc(OC)c1OC (stereo not given)
92 | -3.2% | -7% | CC(C)(C)OC(=O)N1CCC(C(N)=O)CC1
93 | -2.1% | -7% | CCOc1ccc(CN(CCO)CCO)cc1C(=O)OC
94 | -5.0% | 5% | O=C(NCCC1=CCCCC1)C1CCCN(S(=O)(=O)c2cccnc2)C1 (stereo not given)
95 | -4.0% | 6% | OCC1CCCCN1CC(O)COc1ccc(C23CC4CC(CC(C4)C2)C3)cc1 (stereo not given)
96 | 1.9% | . | Cc1ccc(S(=O)(=O)NCC(=O)Nc2ccc(C(F)(F)F)cc2)cc1
97 | -3.7% | -8% | O=C(CSc1oc(-c2ccco2)nc1S(=O)(=O)c1ccccc1)NCC1CCCO1 (stereo not given)
98 | -0.2% | -1% | Cc1cc(C)cc(NC(=O)c2ccc([N+](=O)[O-])o2)c1
99 | 1.0% | -3% | O=C1CCc2nc3sc4c(c3c(=O)n2N1)CCCC4
100 | -2.2% | -1% | O=C1NN(c2cccc(Cl)c2)C(=O)/C1=C\c1ccccc1O
101 | 12% | -9% | O=C(NCc1ccc2c(c1)OCO2)C1CCCN1C(=O)Nc1ccc(F)cc1 (stereo not given)
102 | -4.2% | -9% | COC(=O)c1c(NC(=O)c2ccoc2C)sc2c1CCC2
103 | 5.6% | 1% | O=C(NCCCN1CCOCC1)C(=O)Nc1cccc(Cl)c1Cl
104 | -1.2% | . | Cc1ccc(-c2nn(CC(=O)NC(C)c3ccccc3)c(=O)c3ccccc23)cc1 (stereo not given)
105 | 1.9% | 2% | COC(=O)c1c(NC(=O)c2ccncc2)sc2c1C(C(=O)OC)CC2 (stereo not given)
106 | 0.5% | 10% | CCN(CC)C(=O)C1CCCN(Cc2ccc(N(C)C)cc2)C1 (stereo not given)
107 | 6.3% | 0% | CSc1nnc2c(n1)OC(C1CC=C(C)CC1C)Nc1ccccc1-2 (stereo not given)
108 | 1.3%&2.4% | -6%&-2% | COc1ccc(-c2n[nH]c(=S)n2C2CCCCC2)cc1
109 | -2.8% | 6% | CCC(C)[C@@H](C(=O)Nc1ccc(OC)c(OC)c1)N1Cc2ccccc2C1=O (stereo not given in full)
110 | -1.7% | . | COc1cccc(-c2nn(C)c3sc(C(=O)NCc4ccc(C)cc4)cc23)c1
111 | 0.0% | 1% | O=C1c2ccc(-c3nc4ccccc4c(=O)o3)cc2C(=O)N1c1cccc(I)c1
112 | -3.2% | -8% | CCS(=O)(=O)Nc1cc(-c2nc3cccnc3s2)ccc1C

The list is partial (hit frequency here may not be typical).
